# Compound activity: PubChem BioAssay, several laboratories
# NR2E3 ag-1 = NR2E3 agonists in two-hybrid cells, primary screen, cell-based, luminescence, CHO-S, Gal4-NCOR/VP16-NR2E3 | 360,000 compounds, 0.35% hits | AID 602229, 2012 | Photoreceptor-specific nuclear receptor (Homo sapiens), Q9Y5X4 | inhibition of corepressor binding, % at 3.98 µM | luciferase;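 active = inhibition above the mean of all tested compounds plus 3 SD, cut at about 70% in these data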;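 note: 0% = DMSO with NR2E3 transfected cells and 100% = cells lacking NR2E3 construct; higher means lower luciferase signal from less NR2E3 corepressor binding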
# Target sequence (Q9Y5X4 whole entry, looked up, the tested form may be a part): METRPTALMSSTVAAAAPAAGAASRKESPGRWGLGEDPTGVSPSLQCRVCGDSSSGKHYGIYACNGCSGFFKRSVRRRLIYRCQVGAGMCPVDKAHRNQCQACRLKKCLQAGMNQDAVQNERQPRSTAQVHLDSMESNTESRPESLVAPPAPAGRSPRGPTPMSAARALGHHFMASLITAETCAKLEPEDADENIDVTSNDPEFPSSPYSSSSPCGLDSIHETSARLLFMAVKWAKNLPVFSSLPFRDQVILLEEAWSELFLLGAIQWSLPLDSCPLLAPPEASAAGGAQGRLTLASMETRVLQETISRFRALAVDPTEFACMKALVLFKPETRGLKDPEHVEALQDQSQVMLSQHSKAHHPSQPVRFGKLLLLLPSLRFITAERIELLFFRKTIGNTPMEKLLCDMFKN
# CF NFkB inh = inhibitors of PAF-induced NF-kB signaling, primary screen, cell-based, GFP fluorescence, uHTS | KKLEB NF-kB-GFP reporter, GFP fluorescence overnight | inhibition, % at 5 µM | 360,000 compounds, 0.86% hits | AID 588850, 2011;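 active = at least 50% inhibition at 5 µM, scaled per plate between neutral and stimulator controls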;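 note: PAF is a Pseudomonas aeruginosa culture filtrate used as stimulus; plate controls were PAF-stimulated DMSO wells for no effect and unstimulated DMSO wells for full effect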
# KKLEB tox = cytotoxicity in KKLEB CF airway cells, primary screen, cytotoxicity control for CF NF-kB inhibitor project, cell-based, uHTS, fluorescence assay plates; 360,000 compounds, 0.36% hits; KKLEB CF airway cells viability, ATPlite luminescence, overnight; stronger effect = lower value; cells stimulated with P. aeruginosa culture filtrate; AID 602141, 2011; activity change (cytotoxicity), % at 5 µM;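 active = corrected activity change at or below -50% at 5 µM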
# HIF-2a block = HIF-2a reporter inhibitors, primary screen, luminescence, 786-0 RCC cells | AID 624352, 2012 | 786-0 RCC cells HIF-2a reporter, luciferase luminescence, overnight | inhibition, % at 18.8 µM | 360,000 compounds, 0.72% hits;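 active = inhibition of the luminescence signal of 40% or more relative to plate controls, in a single-dose primary screen at 18.75 µM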
# Peg3 promoter = Peg3 promoter-driven luciferase inhibitors, primary screen, cell-based, HeLa, luciferase luminescence; 360,000 compounds, 1.7% hits; HeLa PEG-Prom luciferase reporter, overnight; inhibition, % at 20 µM;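 active = inhibition of at least 50% at 20 µM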
# hiPSC survival = enhancers of single-cell hiPSC survival, primary screen, ATPlite luminescence | 100% = ROCK inhibitor wells, 0% = DMSO | 360,000 compounds, 0.044% hits | survival enhancement, % at 20 µM; in the data active = survival enhancement above about 18%;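 note: cells exposed to compounds for 16 hours before the ATP read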
# MITF TRPM1 inh = inhibitors of MITF-dependent TRPM1 promoter reporter, primary screen, cell-based, SK-MEL-5, single point, luciferase | inhibition, % at 12.5 µM | SK-MEL-5 TRPM1 promoter luciferase, 24 h | AID 488899, 2010 | 330,000 compounds, 0.83% hits;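 active = mean inhibition across replicates of 60% or more, whatever share of single replicates reaches that level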; note: values of inactives mirror those of a sister screen read the other way
# Shn3 3UTR inh = reduction of Shn3 3'UTR firefly luciferase signal, primary screen, Schnurri-3 inhibitor project, cell-based, Clone20 osteoblasts, set 2. 360,000 compounds, 0.52% hits. Clone20 osteoblast Shn3 3'UTR firefly luciferase, 24 h. inhibition, % at 12.5 µM. AID 588674, 2011;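 active = mean inhibition of at least 75% with every replicate also reaching 75%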;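 note: 0% = median of neutral control wells and 100% = pilot-screen positive control compound; some compounds past the cut are filed as inactive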
# LMP1 NFkB inh = EBV LMP1-driven NF-kappaB luciferase reporter inhibitors, primary screen, cell-based, luminescence, single point. AID 504558, 2011. 350,000 compounds, 0.69% hits. LMP1-induced NF-kappaB luciferase reporter cells. inhibition, % at 12.5 µM; in the data active = inhibition above about 41%;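 note: 0% = neutral control wells and 100% = reference inhibitor control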
# NR2E3 ag-2 = inhibitors of NR2E3-RetCOR corepressor binding, primary screen, NR2E3 agonist project, biochemical, TR-FRET, GST-NR2E3, biotin-RetCOR; 1536-well; inhibition of corepressor binding, % at 4.78 µM; 320,000 compounds, 0.12% hits; AID 2300, 2010;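 active = percent inhibition above the cutoff of mean plus 3 SD of all tested compounds, set per screening campaign, cut at about 20% in these data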;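 note: 0% = DMSO wells and 100% = biotin wells as full block of FRET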
#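 Test system – NR2E3–RetCOR corepressor complex · Quantity – NR2E3 fusion 1.35 nM · Buffer or medium – Tris pH 7.5 · Incubation – Compound–protein incubation for 5 h at 4 °C · Technique – TR-FRET, Eu(K)-anti-GST donor, streptavidin-D2 acceptor, ex 340, em 617/671 nm · Evaluation – percent inhibition of 671/617 nm emission ratio versus biotin and DMSO controls · Plate – 1536-well format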
# C8 TRAIL sens = viability loss with TRAIL in NB7+C8 cells, primary screen, TRAIL sensitizer project, cell-based, ATPlite luminescence; inhibition (viability loss, TRAIL sensitization), % at 10 µM; 360,000 compounds, 1% hits;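 active = compounds causing at least 50% loss of cell viability in the single-dose screen, relative to plate controls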
# * = called active by the depositor; nt = no result given; & = joins results of further samples. These rows are one share of the data (hit frequency here may not be typical).
SMILES,NR2E3 ag-1,CF NFkB inh,KKLEB tox,HIF-2a block,Peg3 promoter,hiPSC survival,MITF TRPM1 inh,Shn3 3UTR inh,LMP1 NFkB inh,NR2E3 ag-2,C8 TRAIL sens
CC(NC(=O)c1ccc(C(=O)c2ccccc2)cc1)c1ccc(S(N)(=O)=O)cc1 (stereo unspecified),-17,14,-1,4,37,-0.5,11,13,15,nt,9
O=C(C=C(O)c1ccc(Cl)cc1)C(=O)NNC(=O)C(O)(c1ccccc1)c1ccccc1,-19,-10,5,8,2,-1.4,7,98*,-1,nt,7
COc1ccc(NC(=O)N2c3ccc(OC)cc3C(C)=CC2(C)C)cc1,8,-16,2,-3,1,0.3,11,-27,9,0,-4
CC1(C)CC(=O)C(N=Nc2ccc(Cl)cc2)=C(O)C1,6,1,12,-33,-68,2.1,-7,2,-14,-2,21
COc1ccc(CNC(=O)COC(=O)[C@H](Cc2ccccc2)NC(=O)c2cccs2)cc1,5,10,0,9,-6,-1.0,nt,-35,-3,nt,-2
CCC[C@@H]1CCCO[C@@](C(=O)NCCN2CCOCC2)(C(F)(F)F)C1,-27,6,1,-9,3,-2.2,-6,-6,1,0,-14
Cc1sc(NC(=O)c2ccc(Cl)s2)c(C(N)=O)c1C,-119,-38,15,-266,-254,-3.3,-33,-46,-40,0,18
O=C(Nc1nccs1)c1cccc(S(=O)(=O)N2CCOCC2)c1,-23,-6,10,4,9,-1.7,8,27,-11,6,-20
COc1cc(OC)c(C=O)c(OC(=O)N2CCOCC2)c1,-26,-5,2,10,25,-0.7,4,-10,-7,1,-6
CCc1sc(N)nc1-c1ccccc1,13,7,-2,2,2,0.9,-7,-15,-2,-3,-2
Cc1ccc2oc(=O)c3cc(C(=O)NCCN4CCc5ccccc5C4)sc3c2c1,16,8,-7,16,-12,0.0,2,-5,-5,1,0
C[C@H](CO)N1C[C@H](C)[C@@H](CN(C)C(=O)Nc2ccccc2)Oc2c(NC(=O)Nc3ccccc3)cccc2C1=O,-13,-13,-6,-3,-4,-1.6,-4,3,-6,nt,0
COc1ccc2nc(CCN(C)C(=O)C3CCC(=O)N(Cc4cccc(F)c4)C3)[nH]c2c1 (stereo unspecified),-23,5,5,8,2,-0.3,10,8,2,-1,-2
Cc1ccc(SCC(=O)OCC(=O)NC(C)c2ccc(Br)cc2)cc1 (stereo unspecified),-2,-9,5,12,23,0.3,1,0,-5,1,-10
COC(C(=O)NNC(=O)CCc1ccccc1)c1ccccc1 (stereo unspecified),-15,-8,2,2,11,1.3,7,2,-3,2,2
Cc1nc(SCC(=O)NC2CCCC2)c2c(C)c(C)sc2n1,-15,16,-13,-1,9,0.7,-5,3,-1,5,-4
Cc1ccc(N(C)C(=O)c2cc(S(=O)(=O)N3CCc4ccccc43)cn2C)cc1,3,9,4,13,25,-1.1,nt,3,-5,4,2
COc1ccc(C)cc1NC(=O)Nc1ccccc1SC,-14,-13,4,-14,-38,-1.4,13,0,3,-2,-7
COc1ccc(CCNC(=O)C2CC=CCC2C(=O)O)cc1 (stereo unspecified),-8,-12,-1,6,18,-0.3,-3,14,-5,4,20
CCN(CC)S(=O)(=O)c1ccc(NC(=O)c2c(-c3ccccc3)noc2C)cc1,10,-12,2,20,26,-0.1,-7,3,5,2,-7
CCCOc1ccc(Cn2c(C)nc([N+](=O)[O-])c2SCC(O)COC)cc1[N+](=O)[O-] (stereo unspecified),6,2,-10,12,-3,-1.5,-3,-34,0,-2,-4
COc1ccc(N2CCN(S(=O)(=O)c3c[nH]c(=O)[nH]c3=O)CC2)cc1,5,3,15,8,-14,1.2,8,-4,-6,1,7
O=C(COC(=O)c1ccc(F)cc1)Nc1ccc(Cl)cn1,-13,6,0,5,6,-0.4,14,16,-2,1,-1
CCOc1ccc(-c2c(C(=O)N/N=C/c3sccc3C)nnn2-c2nonc2N)cc1,-6,2,2,3,14,0.7,4,3,-3,0,-2
Nc1cc2c(cc1Br)-c1ccc(F)cc1C2O (stereo unspecified),-56,-18,11,-118,-112,-1.0,0,-34,-20,nt,7
O=C(NCCCN1CCN(CCCNC(=O)c2ccccc2F)CC1)c1ccccc1F,-9,-2,4,1,1,-1.5,2,2,2,5,-16
O=C(COc1ccccc1C(=O)NCC1CCCO1)Nc1ccc(Br)cc1 (stereo unspecified),-1,-14,-9,-5,7,-0.9,-6,1,11,-2,14
COc1ccc(NC2CCCN(C(=O)CCN3CCCC3=O)C2)cc1OC (stereo unspecified),-11,5,-3,1,0,-0.1,6,-2,-2,-3,-9
COc1ccc(-c2nnn(CC(=O)N(CC(=O)NC3CCCC3)c3cccc(C)c3)n2)cc1OC,-16,-1,-4,8,16,-0.1,4,3,7,0,-9
Nc1c(C(=O)NCCc2ccccc2)nnn1Cc1ccc(Cl)cc1,-7,-7,-15,-18,-26,6.1,5,20,-1,0,-11
Cc1ccccc1NC(=O)/C(C#N)=C/c1ccsc1,-5,-7,-2,-68,-96,-1.3,12,-37,1,-2,-11
CN(C(=O)c1cccc(NC(=O)Cc2ccc(NC(=O)C3CCCN(C(=O)C4CCCC4)C3)cc2)c1)C1CCCCC1 (stereo unspecified),5,-10,9,-4,2,1.0,14,4,2,nt,14
O=C(O)[C@H]1CCCC[C@H]1C(=O)Nc1ccc(S(=O)(=O)N2CCCCC2)cc1,-21,8,7,11,12,0.7,-2,-41,-7,1,7
Cc1ccccc1S(=O)(=O)Cc1ccc(C(=O)NCCCN(C)Cc2ccccc2)o1,-5,-3,-2,4,-12,-0.4,-5,-4,-2,-2,7
CCCCn1c(N)c(N(CCC(C)C)C(=O)COC(=O)c2cccnc2Cl)c(=O)[nH]c1=O,-15,6,2,-3,4,-0.2,3,2,-7,5,-10
O=S(=O)(Cc1ccc(Cl)cc1)NCc1ccc2c(c1)OCO2,-16,9,-2,22,24,-0.4,2,-6,4,0,-2
COC(=O)c1sc(N2C(=O)C(O)=C(C(=O)c3ccc(C)o3)C2c2ccc(OC)c(OC)c2)nc1C (stereo unspecified),-20,-14,-1,-4,21,0.2,3,-11,13,nt,-1
CCOc1ccc(-c2[nH]ncc2-c2ccccc2)c(O)c1,-22,-14,17,14,34,-0.4,4,33,-4,3,14
COc1ccc(N2CC(C(=O)NC3CCCCC3)CC2=O)cc1 (stereo unspecified),-8,-15,11,3,-5,-0.3,5,5,0,0,-4
Cc1cc(NC(=O)c2ccc3sc([C@@H]4O[C@H](CO)[C@H](O)[C@H](O)[C@H]4O)nc3c2)n(C)n1,-44,7,2,9,-14,5.4,nt,-7,nt,nt,-6
CC(C)c1ccc(NC(=S)NNC(=O)c2cccnc2)cc1,-9,4,-6,-82,-21,1.5,6,1,-4,-2,-3
Cc1ccc2[nH]c3c(=S)nc[nH]c3c2c1,-27,-6,11,-123,-8,-0.9,-1,5,0,-2,0
CNc1cc([N+](=O)[O-])ccc1N/C=C/C(=O)c1cccs1,-51,-16,3,-57,-20,7.2,-4,-27,-28,-2,-1
CCOC(=O)C(C)Sc1cnccn1 (stereo unspecified),-7,8,7,18,9,-3.3,1,11,5,-1,-4
CCOC(=S)SCc1cn2ccccc2n1,4,8,2,-32,-21,1.9,-46,9,-2,0,-1
CCOc1ccc(-n2c(N)c(C(=O)NCc3ccco3)sc2=S)cc1,15,-4,-2,18,14,2.5,-9,17,-10,4,-29
Fc1ccc(-c2nc3ccc(Cl)cn3c2Cc2cccc(F)c2)cc1,-43,25,-22,-74,-30,-0.2,nt,0,nt,nt,5
CCOC(=O)C1CCCN(S(=O)(=O)Cc2ccccc2)C1 (stereo unspecified),-18,-13,6,-21,1,3.1,0,-9,-8,0,6
O=C(O)c1cc(Cl)nc2ccccc12,-37,-8,-1,11,-10,-0.3,2,-6,-5,1,6
CCCCCC(=O)N1CCN(CCN=CC2=C(O)CC(c3cccs3)CC2=O)CC1 (stereo unspecified),-4&0,12&2,2&4,-4&-1,-15&-10,-1.9&0.4,0&15,0&2,-5&2,1,-6&-8
CCOC(=O)[C@@H](C)NS(=O)(=O)N(Cc1ccccc1)[C@H](C(=O)OC)C(C)C,-7,11,6,3,19,-3.1,1,-4,3,0,7
Cc1ccc(N2CCN(c3ccc([N+](=O)[O-])cn3)CC2)c(C)c1,14,13,-2,-13,3,-0.8,-7,23,0,-1,4
CCC(=O)Nc1ccc(C(=O)Nc2c[nH]c(=O)[nH]c2=O)cc1,-41,-1,3,5,13,-2.4,-6,-6,-2,3,-5
CNCc1cc(Br)c(OCC(=O)Nc2ccccc2OC)c(OC)c1,-6,5,-8,10,9,0.7,-10,18,0,-1,2
O=C(CCNC(=O)c1ccco1)Nc1ccccc1N1CCOCC1,-7,-5,6,13,-7,8.8,-8,-1,0,-1,-4
Cc1ccc(C2CC(=O)NC(SCc3ccccc3)=C2C#N)o1 (stereo unspecified),-19,5,-3,8,13,-2.5,-5,5,1,0,-4

# Reprinted at random: three records from the list.
SMILES,NR2E3 ag-1,CF NFkB inh,KKLEB tox,HIF-2a block,Peg3 promoter,hiPSC survival,MITF TRPM1 inh,Shn3 3UTR inh,LMP1 NFkB inh,NR2E3 ag-2,C8 TRAIL sens
Cc1ccc2oc(=O)c3cc(C(=O)NCCN4CCc5ccccc5C4)sc3c2c1,16,8,-7,16,-12,0.0,2,-5,-5,1,0
O=C(O)c1cc(Cl)nc2ccccc12,-37,-8,-1,11,-10,-0.3,2,-6,-5,1,6
Cc1sc(NC(=O)c2ccc(Cl)s2)c(C(N)=O)c1C,-119,-38,15,-266,-254,-3.3,-33,-46,-40,0,18
